# Screening data as filed in PubChem.
# WRN helicase inh – WRN helicase (human) inhibition. Q14191. WRN helicase unwinding, fluorescent forked duplex, kinetic. Potency, µM (doses to about 114 µM), inactives show at the top dose activity change, negative = inhibition, usual class: inhibitors. 360,000 tested, 0.46% active; note: potency is the fitted concentration of half-maximal effect; % is set by controls: 0 for no effect and ±100 for the full control effect; nearly all actives have a fitted effect of over 55% in size
#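 Kinetic fluorescence helicase assay: unwinding of a quenched forked DNA duplex (100 nM final) with 2 mM ATP final raises red fluorescence (525/598 nm). Compounds sat 15 min at room temperature with 20 nM WRN beforehand.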
# PLK1 PBD inh – PLK1 (human) polo-box domain binding inhibition. 360,000 tested, 2.8% active. P53350. Plk1 PBD binding of FITC phosphopeptide, fluorescence polarization. AID 720504. Potency, µM, for inactives: max response, negative = inhibition, hits mostly inhibitors; note: potency is the fitted concentration of half-maximal effect; series mostly up to about 57 µM; % is set by controls: 0 for no effect and ±100 for the full control effect; nearly all actives have a fitted effect of over 65% in size
# PI5P4Ka inh – inhibitors of human PI5P4K alpha; PI5P4Kalpha enzyme, ADP-Glo luminescence, 60 min; active compounds read low; max response, %; 330,000 tested, 1.2% active; P48426; active = max response of -50% or lower; inconclusive = between -30% and -50%; inactive = -30% or higher; note: value at the top dose of about 77 µM; % is set by controls: 0 for no effect and ±100 for the full control effect
#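 Luminescence from ADP-Glo served as readout of PI5P4Kalpha activity in a qHTS format. Reaction: enzyme, substrate, compound, ATP at 5 microM final, 60 min at RT.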
# Abeta rescue – restores growth of yeast expressing A-beta42 peptide; Potency, µM (titrated, usually from 46.1 µM), without a hit: at the highest dose growth rescue, actives largely listed as activators; 410,000 tested, 0.063% active; yeast expressing A-beta42, growth rescue, OD600, 48 h; response scale: 0% DMSO, 100% iron-clioquinol control; note: potency is the fitted concentration of half-maximal effect; nearly all actives have a fitted effect of over 55% in size
#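 Yeast A-beta toxicity model in growth medium with pinned compounds, 48 h at 30 C; growth read as absorbance at 600 nm. Normalized to FeCl3/clioquinol equimolar mix (positive) and DMSO (negative).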
# EPAC1 antag – antagonists of human EPAC1. O95398. EPAC1 GEF assay, Rap1b-BODIPY-GDP exchange fluorescence. Potency, µM (doses to about 115 µM), for inactives: at the top dose activity change, negative = inhibition, usual class: inhibitors. 360,000 tested, 0.14% active;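 note: potency is the fitted concentration of half-maximal effect; plate controls were vehicle for no effect and positive control for full effect; nearly all actives have a fitted effect of over 50% in size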
# Target sequence (O95398 whole entry, looked up): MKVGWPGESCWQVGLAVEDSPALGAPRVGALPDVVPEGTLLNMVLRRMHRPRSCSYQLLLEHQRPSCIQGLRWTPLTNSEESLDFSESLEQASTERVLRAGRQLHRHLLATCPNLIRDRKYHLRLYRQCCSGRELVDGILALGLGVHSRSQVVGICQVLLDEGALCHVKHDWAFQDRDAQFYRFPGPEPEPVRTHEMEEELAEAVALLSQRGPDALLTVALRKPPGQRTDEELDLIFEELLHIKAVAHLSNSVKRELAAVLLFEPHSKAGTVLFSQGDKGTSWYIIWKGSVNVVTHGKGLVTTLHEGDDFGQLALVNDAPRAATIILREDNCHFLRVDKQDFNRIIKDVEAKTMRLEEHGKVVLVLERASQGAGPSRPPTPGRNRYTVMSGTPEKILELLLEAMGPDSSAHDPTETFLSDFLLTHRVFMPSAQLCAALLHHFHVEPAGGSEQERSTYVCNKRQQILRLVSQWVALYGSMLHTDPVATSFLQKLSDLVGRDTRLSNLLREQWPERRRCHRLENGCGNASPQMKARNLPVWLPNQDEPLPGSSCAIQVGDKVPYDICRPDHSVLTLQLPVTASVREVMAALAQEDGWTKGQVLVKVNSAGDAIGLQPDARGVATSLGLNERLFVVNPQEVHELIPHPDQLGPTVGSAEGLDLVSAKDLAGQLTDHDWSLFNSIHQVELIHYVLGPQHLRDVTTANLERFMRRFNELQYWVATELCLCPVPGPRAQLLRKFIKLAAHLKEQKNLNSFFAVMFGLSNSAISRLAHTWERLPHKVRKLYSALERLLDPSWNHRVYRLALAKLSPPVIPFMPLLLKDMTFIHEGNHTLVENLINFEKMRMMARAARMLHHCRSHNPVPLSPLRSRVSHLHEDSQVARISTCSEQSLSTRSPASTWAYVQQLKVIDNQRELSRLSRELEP
# FUS suppressor – FUS proteinopathy suppression in yeast; S. cerevisiae FUS-expressing, growth rescue, OD600, 24 h; Potency, µM (doses to about 76.6 µM), for the others: at the highest dose growth rescue (activation), hits mostly activators; 390,000 tested, 0.24% active; AID 1347120;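 note: potency is the fitted concentration of half-maximal effect; plate controls were DMSO vehicle for no effect and reference control for full effect; nearly all actives have a fitted effect of over 55% in size; some results filed as inactive show a strong effect at the top dose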
#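 Toxicity suppression screen in FUS-yeast. Cells induced with 2% galactose, starting OD 0.005, treated 24hr at 30C with compounds at multiple final concentrations; growth by OD600.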
# EPAC1 ag – activates human EPAC1 exchange factor; AID 720707; 360,000 tested, 0.073% active; Potency, µM (highest dose often 154 µM), without a hit: top-dose activation, hits mostly activators; EPAC1 agonist qHTS, biochemical assay; response scale: 100% = response to 6.5 mM cAMP; O95398; note: potency is the fitted concentration of half-maximal effect; nearly all actives have a fitted effect of over 60% in size
#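 Compounds were pinned as a concentration titration into mixtures of EPAC1 (100 nM), BODIPY-GDP-loaded Rap1B (250 nM) and GDP (50 uM). After 5 min at room temperature, fluorescence was followed for 30 min; activity was scaled to 6.5 mM cAMP.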
# IL2 activator – activates IL-2 in a cell-based reporter assay; AID 652025; activation, % (series mostly up to about 46 µM); IL-2 activation reporter assay, cell-based qHTS; stimulated with anti-CD3/CD4/CD28 beads; in transgenic mouse T cells; 360,000 tested, 0.065% active; in the data active = activation above about 50%; inconclusive = mostly about 30% to 49%; note: 0% is about no effect
#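 Unstimulated transgenic mouse T cells; 60-min compound exposure; bead-based TCR/CD4/CD28 stimulation; 18 h culture, 37 degrees C; dual fluorescence (EGFP, DsRed) plate cytometry.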
# * = called active by the depositor; ? = inconclusive; . = no result given; & = joins results of further samples; [ ] = dose if it differs, or a comment. Unless noted, calls come from the whole dose curve; as a rule, active = well fitted curve in the direction sought with a large enough effect; inconclusive = small, poorly fitted or top-dose-only effect, or another doubt; inactive = no such curve, though single readings can be large; an effect the other way counts as inactive or inconclusive. This is a random part of the collection; about 4.1% have a hit in one of these screens.
SMILES,WRN helicase inh,PLK1 PBD inh,PI5P4Ka inh,Abeta rescue,EPAC1 antag,FUS suppressor,EPAC1 ag,IL2 activator
Cc1ccc(-c2cc(C(=O)Nc3nn[nH]n3)c3ccccc3n2)c(C)c1,-16%,?,.,0%,4%,19%,6%,1.4
CN1C(=O)CC(N2CCN(c3ccccn3)CC2)C1=O (stereo unspecified),15%,-7%,-5,-10%,-7%,-4%,13%,-1.6
COc1cccc(/C=C/C(=O)OCC(=O)c2ccc(C)c(C)c2)c1OC,-10%,2%,-13,-11%,-6%,19%,1%,1.1
COc1ccc(S(=O)(=O)n2nc(OC(=O)c3c(-c4ccccc4Cl)noc3C)cc2N)cc1,11%,-1%&-9%,5,11%,16%,33%,13%,-2.4
CCN(CC(=O)NCc1ccc(Cl)cc1)C(=O)Cc1ccccc1[N+](=O)[O-],3%,-13%,-3,4%,-7%,-12%,5%,-1.1
O=C(c1cccc(S(=O)(=O)N2CCOCC2)c1)N1CCN(S(=O)(=O)c2cccc([N+](=O)[O-])c2)CC1,-2%,-1%,3,5%,11%,22%,-2%,0.2
c1ccc(C(NCCNC(c2ccccc2)c2ccccc2)c2ccccc2)cc1,-4%,0%,15,18%,5%,-4%,3%,-0.5
CSCCC(NC(=O)c1ccco1)C(=O)N1CCN(C(c2ccccc2)c2ccccc2)CC1 (stereo unspecified),0%,-14%,1,-2%,-3%,31%,18%,-2.2
CC(=O)OCC(=O)C1=CCC2C3CCC4=CC(=O)C=CC4(C)C3(F)C(OC(C)=O)CC12C (stereo unspecified),-6%,-1%,7,-14%,-10%,.,-5%,-4.8
Cc1ccc(NC(=O)C2c3ccccc3Oc3ccccc32)c(C)c1,6%,-14%,-5,5%,-8%,.,5%,0.3
COc1ccc(Cn2nnc3c(=O)[nH]c(C4CCN(C(=O)c5ccccc5Cl)CC4)nc32)cc1,-12%,-12%,-4,-8%,-1%,10%,5%,0.3
COCCCn1c(SCc2nnc(-c3ccc(OC)c(OC)c3)o2)nnc1-c1ccncc1,10%,-1%,-1,3%,7%,-6%,4%,-0.3
COc1ccc(Cn2ccnc2SCC(=O)Nc2cccc(NC(C)=O)c2)cc1,1%,-11%,-4,-4%,9%,24%,0%,-0.4
O=C1NC[C@H](CCCCN2C[C@H](Cc3ccccc3)N(CCC3CCCCC3)C(=O)C2=O)N(CCc2ccc(O)cc2)C1=O,-7%,-5%,-2,-11%,-29%,?,0%,0.4
COc1ccc(CCN2C(=O)C(O)=C(C(C)=O)C2c2ccccc2OC)cc1OC (stereo unspecified),-3%,-5%,.,10%,-9%,15%,5%,1.1
COc1cccc(Nc2ncnc3sccc23)c1,-10%,-2%,-2,-5%,8%,15%,4%,1.2
O=C(c1ccc(CNS(=O)(=O)c2ccc(Br)cc2)cc1)N1CCCCCC1,-6%,1%,0,-13%,10%,25%,3%,-2.0
CC1=C(C(=O)N2CCOCC2)CC(CC(=O)NC2CC2)C(=O)N1CCC1=CCCCC1 (stereo unspecified),-10%,-4%,3,-3%,-9%,-1%,4%,-0.5
CC(=O)Nc1cccc(NC(=O)Nc2cccc3ccccc23)c1,-2%,-12%,-1,12%,-26%,38%,-11%,-0.8
O=C(CSc1nc2ccccc2c(=O)n1CC1CCCO1)Nc1ccccc1 (stereo unspecified),1%,-16%,-8,-5%,24%,14%,-31%[inhibitor],-0.7
O=C(COC(=O)CCNS(=O)(=O)c1cccs1)Nc1ccccc1,1%,-2%,4,18%,11%,4%,7%,0.5
COc1ccc(S(=O)(=O)NCCc2csc(C)n2)cc1C,5%,-1%,-4,-8%,8%,-7%,1%,-0.1
CCC(=O)Nc1ccc(C2=Nn3c(nnc3C(C)C)SC2)cc1,2%,24µM*,-17,-4%,19%,-6%,-4%,-5.5
O=C(Nc1ccc(S(=O)(=O)Nc2ncccn2)cc1)c1ccccc1NS(=O)(=O)c1ccc(F)cc1,-28%[57.1 µM],-7%,0,5%,7%,13%,5%,-0.7
CCOC(=O)c1ccccc1NC(=S)N1CCC(N2CCCCC2)CC1,11%,-11%,4,9%,13%,.,-2%,-0.5
CCN(C[C@H]1N[C@@](C)(C(=O)OC)[C@H]2C(=O)N(Cc3ccccc3)C(=O)[C@@H]12)C(=O)Nc1ccc(F)cc1,-3%,-10%,0,8%,-3%,9%,-12%,0.7
CC(C)c1cc(-c2cc(C(=O)NCc3ccccc3)on2)nc(NC2CCCC2)n1,-11%,-3%,0,-7%,-10%,29%,-20%,-3.7
CC(C)(C)C1CCC(C(=O)OCC(=O)N2CCN(C(=O)c3ccco3)CC2)CC1 (stereo unspecified),-1%,4%,-3,17%,13%,31%,-5%,0.2
C[C@@H](c1ccccc1)N1C[C@H](COCc2ccccc2)Oc2cc(N3CC[C@H](N(C)C)C3)ccc2S1(=O)=O,-10%,-3%,19,10%,-14%,30%,15%,-0.6
Cc1cc(C)cc(N(CC(=O)Nc2c(C)n(C)n(-c3ccccc3)c2=O)S(C)(=O)=O)c1,2%,0%,0,7%,13%,-13%,-5%,0.9
Cc1onc(-c2c(F)cccc2Cl)c1C(=O)O/N=C(\N)c1ccc([N+](=O)[O-])o1,3%,1%,2,0%,-9%,2%,7%,-0.9
O=C(NCC(c1ccco1)N1CCCC1)c1cccc(S(=O)(=O)N2CCCCC2)c1 (stereo unspecified),15%,1%,0,-16%,8%,9%,-7%,-4.0
Cn1c(N)c(C(=O)COC(=O)Cn2cc(C(F)(F)F)ccc2=O)c(=O)n(C)c1=O,6%,1%,-3,18%,4%,6%,2%,0.3
O=C(CNC(=O)c1ccc(Br)cc1)N/N=C/c1ccc[nH]1,-3%,-4%,3,6%,1%,22%,-5%,-2.3
COc1ccccc1C(=O)OCCc1ccccc1,6%,-16%,6,9%,-7%,2%,4%,2.6
Cc1ccsc1C(C(=O)NC1CCCCC1)N(C(=O)Cc1cccs1)C1CC1 (stereo unspecified),-2%,-6%,.,5%,5%,1%,11%,-2.6
NC(=O)c1oc2ccccc2c1NC(=O)c1nc2ccccc2s1,-11%,-1%,-7,16%,2%,-18%,3%,-0.7
COc1ccccc1CN1CCNC(=O)C1CC(=O)NCc1cn(C)nc1C (stereo unspecified),1%,0%,5,10%,4%,-12%,10%,-0.9
CCOC(=O)C1CCN(C(=O)Nc2cccc(Cl)c2)CC1,1%,-7%,10,3%,-2%,-21%,-7%,0.7
CCC(=O)c1ccc(CCCCCC(=O)O)s1,?,-19%,-3,-4%,-7%,13%,4%,4.5
Cn1c(SCC(=O)C(C)(C)C)nnc1-c1ccc(F)cc1,-3%,-19%,1,0%,-9%,0%,2%,-0.1
CC(=O)Nc1ccc(C(=O)OCC(=O)N(c2ccccc2)C2CCCCC2)cc1,-1%,-2%,-1,7%,3%,.,1%,-3.2
O=[N+]([O-])c1ccc(/C=N/Nc2ccnc3cc(Cl)ccc23)o1,-11%[11.6 µM],-2%,?,-22%,6%,23%,-1%,-0.4

# Structures listed so far shown as hits in PLK1 PBD inh.
Compound | WRN helicase inh | PLK1 PBD inh | PI5P4Ka inh | EPAC1 antag | EPAC1 ag | IL2 activator
CCC(=O)Nc1ccc(C2=Nn3c(nnc3C(C)C)SC2)cc1 | 2% | 24µM* | -17 | 19% | -4% | -5.5

# Compound profiles (already shown). Screens in order: WRN helicase inh	PLK1 PBD inh	PI5P4Ka inh	Abeta rescue	EPAC1 antag	FUS suppressor	EPAC1 ag	IL2 activator
# CCOC(=O)C1CCN(C(=O)Nc2cccc(Cl)c2)CC1 across the screens: 1%	-7%	10	3%	-2%	-21%	-7%	0.7
# Cc1ccsc1C(C(=O)NC1CCCCC1)N(C(=O)Cc1cccs1)C1CC1 (stereo unspecified) across the screens: -2%	-6%	.	5%	5%	1%	11%	-2.6
# CCC(=O)c1ccc(CCCCCC(=O)O)s1 across the screens: ?	-19%	-3	-4%	-7%	13%	4%	4.5
# Cc1onc(-c2c(F)cccc2Cl)c1C(=O)O/N=C(\N)c1ccc([N+](=O)[O-])o1 across the screens: 3%	1%	2	0%	-9%	2%	7%	-0.9
# NC(=O)c1oc2ccccc2c1NC(=O)c1nc2ccccc2s1 across the screens: -11%	-1%	-7	16%	2%	-18%	3%	-0.7
